HepG2 viability – kills HepG2 cells in TGF-b inhibitor counter-screen; Potency, µM (titrated, usually from 46.1 µM), inactives show at the top dose activity change, negative = cytotoxicity, usual class: cytotoxic; 0.76% of 410,000 active; HepG2 CAGA-GFP viability, ATP luminescence, 18 h; note: potency is the fitted concentration of half-maximal effect; some results filed as inactive show a strong effect at the top dose
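HepG2 CAGA-GFP cells (1000/well, DMEM with 1% FBS) received compound, then TGF-beta at 500 pg/mL final, and were incubated 18 hours at 37 degrees C. Viability was read by CellTiter-Glo luminescence. Media-only wells were set as complete cell-killing and DMSO as no toxicity.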
TGFb SMAD3 inh – blocks TGF-b signaling; HepG2 CAGA-GFP TGF-b/SMAD3 reporter, GFP fluorescence, 18 h; TGF-beta stimulated, 500 pg/mL final; Potency, µM (doses to about 46.1 µM), without a hit: at the top dose activity, negative = inhibition, actives largely listed as inhibitors; 1.2% of 410,000 active; note: potency is the fitted concentration of half-maximal effect; % is set by controls: 0 for no effect and ±100 for the full control effect; nearly all actives have a fitted effect of over 65% in size
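GFP signal (ex488/em500-530) from TGF-beta-stimulated HEPG2 CAGA-GFP cells, 500 pg/mL final, 18 h at 37 degrees C in DMEM plus 1% FBS, normalized to unstimulated and DMSO-stimulated controls.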
Nrf2 inh – blocks Nrf2 signaling | A549 ARE-Fluc reporter, luciferase luminescence, 18-24 h | Potency, µM (top dose mostly 46 µM), inactives show top-dose activity change, negative = inhibition, most hits filed as inhibitors | 2.1% of 360,000 active; note: potency is the fitted concentration of half-maximal effect; % is set by controls: 0 for no effect and ±100 for the full control effect; nearly all actives have a fitted effect of over 60% in size
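A549 ARE_Fluc cells, 5000/well, 5% FBS OPTI-MEM; compounds in dose-response, 18-24 h at 37 °C/5% CO2; CellTiter-Fluor viability read (Ex 405/Em 525), then BugLite luciferase luminescence = Nrf2 activity.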
MCF10A rereplic – induces DNA re-replication in MCF 10a normal breast cells. Potency, µM (highest dose often 46.1 µM), inactives show at the highest dose activity, positive = re-replication, usual class: activators. MCF 10A DNA re-replication, Hoechst nuclear intensity, 48 h. 2.9% of 350,000 active; note: potency is the fitted concentration of half-maximal effect; % of control where 0% means no effect; nearly all actives have a fitted effect of over 50% in size
Nrf2 ARE act – Nrf2 pathway activation; AREc32 ARE-luciferase reporter (MCF7-derived line), luminescence, 24 h; Potency, µM (titrated, usually from 46.1 µM), for the others: at the highest dose activation, hits mostly activators; 0.31% of 410,000 active; AID 624171; note: potency is the fitted concentration of half-maximal effect; % of control where 0% means no effect; nearly all actives have a fitted effect of over 65% in size
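ARE activation measured as luciferase luminescence (Steady-Glo, 30 min RT) in AREc32_Fluc cells after 24 hr compound exposure at 37 deg C, 5% CO2; cells seeded overnight at 1000/well in OPTI-MEM, 5% FBS.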
A549 viability – counter-screen for Nrf2 inhibitors: cytotoxicity in A549 cells. AID 504648. 0.16% of 390,000 active. Potency, µM (highest dose often 46 µM), without a hit: at the highest dose activity change, negative = cytotoxicity, actives largely listed as inhibitors. A549 ARE-Fluc cells, CellTiter-Fluor viability, 18-24 h; note: potency is the fitted concentration of half-maximal effect; % is set by controls: 0 for no effect and ±100 for the full control effect
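Cytotoxicity counterscreen: CellTiter-Fluor fluorescence was measured in A549 ARE_Fluc cells after 18-24 h of compound exposure in a concentration series. The subsequent BugLite luminescent read reports ARE-luciferase activity.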
ATXN2 expr inh – reduces ATXN2 reporter expression in HEK-293 cells. HEK-293 ATXN2-luciferase reporter, luminescence, 24 h. Potency, µM (top dose mostly 57 µM), inactives show at the highest dose activity change, negative = inhibition, usual class: inhibitors. 0.72% of 360,000 active. AID 1745845; note: potency is the fitted concentration of half-maximal effect; % is set by controls: 0 for no effect and ±100 for the full control effect; nearly all actives have a fitted effect of over 55% in size
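ATXN2-luciferase reporter cells (luciferase flanked by upstream and downstream ATXN2 gene portions) were treated 24 h at 37 °C with compounds at up to 57 uM. SteadyGlo luminescence gave expression; GF-AFC fluorescence gave viability.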
ATXN viability – cell viability loss in ATXN counter-screen. 0.49% of 400,000 active. S2 cells (HEK-293 line with an ATXN2-luciferase reporter) viability, CellTiter-Fluor protease fluorescence, 24 h. Potency, µM (top dose mostly 56.7 µM), usual class: cytotoxic. AID 651635; note: potency is the fitted concentration of half-maximal effect; nearly all actives have a fitted effect of over 40% in size
IL-1B inflam inh – blocks inflammasome-driven IL-1 beta release; activity change, % at 57.5 µM; 4.7% of 360,000 active; THP-1 LPS/ATP IL-1B secretion, AlphaLISA, 16 h; active compounds read low; AID 743279; in the data active = activity change below about -50%; inconclusive = mostly about -30% to -49%; note: % is set by controls: 0 for no effect and ±100 for the full control effect
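THP-1 cells pretreated 1 hr with compounds (up to 57.5 uM final), then stimulated with LPS (250 ng/mL final) plus ATP (1.25 mM final); secreted IL-1B measured by AlphaLISA after 16 hr, decreased signal indicating inhibition.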
* marks the source's active call; other numbers are inactive results; [ ] = remark or other dose. Unless noted, calls come from the whole dose curve; as a rule, active = well fitted curve in the direction sought with a large enough effect; inconclusive = small, poorly fitted or top-dose-only effect, or another doubt; inactive = no such curve, though single readings can be large; an effect the other way counts as inactive or inconclusive.

For O=C(NCCOc1ccccc1)N1[C@H]2CC[C@@H]1C=C(c1ccc(F)cc1OCc1ccccc1)C2 the results were HepG2 viability -22%, TGFb SMAD3 inh inconclusive, Nrf2 ARE act -3.8%, ATXN2 expr inh inconclusive, ATXN viability inconclusive and IL-1B inflam inh inconclusive.
COC(=O)[C@H](Cc1ccccc1)NC(=O)Nc1ccc(C)cc1 was read as HepG2 viability 10%, TGFb SMAD3 inh 20%, Nrf2 inh 10%, MCF10A rereplic -1%, Nrf2 ARE act -0.5%, A549 viability 5%, ATXN2 expr inh 4%, ATXN viability inactive and IL-1B inflam inh 0.
For Cc1c(O)nc2ccccn2c1=O the results were HepG2 viability -33%, TGFb SMAD3 inh 6%, Nrf2 inh inconclusive, MCF10A rereplic -1%, Nrf2 ARE act 16%, A549 viability 2%, ATXN2 expr inh 1%, ATXN viability inactive and IL-1B inflam inh -65*.
Screening CCCc1[nH]nc2c1C(c1ccc(OC(=O)N3CCOCC3)cc1)C(C#N)=C(N)O2 (stereo unspecified) returned HepG2 viability -17%, TGFb SMAD3 inh -2%, Nrf2 inh inconclusive, MCF10A rereplic 15%, Nrf2 ARE act -0.9%, A549 viability -1%, ATXN2 expr inh -9%, ATXN viability inactive and IL-1B inflam inh inconclusive.
For CC(C)(CNS(=O)(=O)c1ccc(Br)s1)N1CCOCC1 the results were HepG2 viability 0%, TGFb SMAD3 inh -7%, Nrf2 inh 12%, MCF10A rereplic -3%, Nrf2 ARE act 0.1%, A549 viability 3%, ATXN2 expr inh -10%, ATXN viability inconclusive and IL-1B inflam inh -9.
`O=C(N/C=C/c1ccco1)OCc1ccccc1` gave HepG2 viability 0%, TGFb SMAD3 inh -1%, Nrf2 inh inconclusive, MCF10A rereplic -6%, Nrf2 ARE act 6.4%[9.22 µM], A549 viability 3%, ATXN2 expr inh 45%[activator], ATXN viability inactive and IL-1B inflam inh -7.
Screening Cc1cccc(C)c1NC(=O)CN(C)C(=O)C1CCCCC1 returned HepG2 viability 7%, TGFb SMAD3 inh -1%, Nrf2 inh 3%, MCF10A rereplic 2%, Nrf2 ARE act -0.6%, A549 viability 3%, ATXN2 expr inh -2%, ATXN viability inactive and IL-1B inflam inh 0.
Screening COc1ccc(-n2nc3cc(C)c(NC(=O)Cc4ccc(Cl)cc4)cc3n2)cc1 returned HepG2 viability -37%, TGFb SMAD3 inh 2%, Nrf2 inh 4%, Nrf2 ARE act 2.0%, A549 viability -3%, ATXN2 expr inh 2% and ATXN viability inactive.
Screening COc1ccc(Cl)cc1NC(=S)NNC(=O)CC(C)C returned HepG2 viability -1%, TGFb SMAD3 inh 4%, Nrf2 inh 2%, MCF10A rereplic 3%, Nrf2 ARE act 0.3%, A549 viability 2%, ATXN2 expr inh -4%, ATXN viability inactive and IL-1B inflam inh -3.
COCC(C)NC(=O)c1cccc(Cl)c1 (stereo unspecified) was read as HepG2 viability -31%, TGFb SMAD3 inh 5%, Nrf2 inh 5%, MCF10A rereplic 7%, Nrf2 ARE act -0.2%, A549 viability -4%, ATXN2 expr inh -1%, ATXN viability inactive and IL-1B inflam inh 16.
Screening CCNC(=S)NNC(=O)Cc1ccccc1 returned HepG2 viability 4%, TGFb SMAD3 inh 19%, Nrf2 inh 22%, MCF10A rereplic 26%, Nrf2 ARE act -0.3%, A549 viability 16%, ATXN2 expr inh 3%, ATXN viability inactive and IL-1B inflam inh 13.
`COc1ccc(Cl)cc1NC(=O)c1cc(S(=O)(=O)N2CCCC2)cn1C` gave HepG2 viability -44%, TGFb SMAD3 inh -6%, Nrf2 inh inconclusive, MCF10A rereplic -8%, Nrf2 ARE act 0.2%, A549 viability -1%, ATXN2 expr inh -10%, ATXN viability inactive and IL-1B inflam inh -26.
Screening Cc1coc2c(C)c3oc(=O)c(CCC(=O)NCCc4ccc(Cl)cc4)c(C)c3cc12 returned HepG2 viability 4%, TGFb SMAD3 inh -2%, Nrf2 inh 12%, Nrf2 ARE act -0.1% and A549 viability 0%.
COc1ccc(N2CC(C(=O)Nc3nc4ccc(OC)cc4s3)CC2=O)cc1 (stereo unspecified) was read as HepG2 viability -23%, TGFb SMAD3 inh 4%, Nrf2 inh 3%, MCF10A rereplic 23%, Nrf2 ARE act 0.4%, A549 viability 0%, ATXN2 expr inh -7%, ATXN viability inactive and IL-1B inflam inh -5.
COCCCNC(=S)N1CCN(c2ccc([N+](=O)[O-])cc2)CC1 was read as HepG2 viability -13%, TGFb SMAD3 inh 0%, Nrf2 inh inconclusive, MCF10A rereplic 3%, Nrf2 ARE act -0.1%, A549 viability -19%, ATXN2 expr inh -5%, ATXN viability inactive and IL-1B inflam inh 0.
Screening OCc1c[nH]c2ccccc12 returned HepG2 viability -31%, TGFb SMAD3 inh -17%, Nrf2 inh 16%, MCF10A rereplic inconclusive, Nrf2 ARE act 4.5%, A549 viability -9%, ATXN2 expr inh 3%, ATXN viability inconclusive and IL-1B inflam inh 23.
Screening Cc1cc(N(CC(=O)O)S(C)(=O)=O)ccc1Br returned HepG2 viability 12%, TGFb SMAD3 inh 20%, Nrf2 inh 0%, MCF10A rereplic 2%, Nrf2 ARE act -0.6%, A549 viability -14%, ATXN2 expr inh 7%, ATXN viability inactive and IL-1B inflam inh 21.
Screening Cc1sc2ncnc(NCc3ccccc3)c2c1C returned HepG2 viability -45%, TGFb SMAD3 inh 11%, Nrf2 inh inconclusive, MCF10A rereplic 14%, Nrf2 ARE act 6.2%, A549 viability -14%, ATXN2 expr inh inconclusive, ATXN viability inactive and IL-1B inflam inh -68*.
CCOC(=O)c1ccccc1NS(=O)(=O)c1ccc(C)cc1 was read as HepG2 viability -10%, TGFb SMAD3 inh 7%, Nrf2 inh -30%, MCF10A rereplic inconclusive, Nrf2 ARE act -0.8%, A549 viability -15%, ATXN2 expr inh -21%, ATXN viability inactive and IL-1B inflam inh -8.
CC(C)Cn1c(SC(C)C(=O)NCC2CCCO2)nc2ccc(Cl)cc2c1=O (stereo unspecified) was read as HepG2 viability -9%, TGFb SMAD3 inh 6%, Nrf2 inh -3%, MCF10A rereplic 7%, Nrf2 ARE act -0.8%, A549 viability 0%, ATXN2 expr inh -13% and IL-1B inflam inh 0.
Cc1ccc(NC(=O)C2c3ccccc3Oc3ccccc32)nc1 was read as HepG2 viability -15%, TGFb SMAD3 inh -1%, Nrf2 inh -2%, MCF10A rereplic 7%, Nrf2 ARE act 2.0%, A549 viability 3%, ATXN2 expr inh 6%, ATXN viability inactive and IL-1B inflam inh -3.
Screening O=C(c1cccc(F)c1)N1CCN=C1SCc1cccnc1 returned HepG2 viability 14%, TGFb SMAD3 inh 10%, Nrf2 inh 11%, MCF10A rereplic 8%, Nrf2 ARE act -0.3%, A549 viability 0%, ATXN2 expr inh 1%, ATXN viability inactive and IL-1B inflam inh inconclusive.
CC(C)(C)c1ccc(/C=N/NC(=S)NCc2ccccc2)cc1 was read as HepG2 viability -14%, TGFb SMAD3 inh 0%, Nrf2 inh -9%, MCF10A rereplic 5%, Nrf2 ARE act 0.0%, A549 viability 6%, ATXN2 expr inh -8%, ATXN viability inactive and IL-1B inflam inh 35.
`CC1CCc2onc(C(=O)N3CCN(c4ccccc4)CC3)c2C1` (stereo unspecified) gave HepG2 viability -14%, TGFb SMAD3 inh -16%, Nrf2 inh -13%, Nrf2 ARE act -1.1% and A549 viability 5%.
Screening CCCCn1c(SCC(=O)Nc2cc(C)on2)nnc1-c1ccco1 returned HepG2 viability 0%, TGFb SMAD3 inh 3%, Nrf2 inh -4%, MCF10A rereplic 16%, Nrf2 ARE act -0.5%, A549 viability -1%, ATXN2 expr inh 3%, ATXN viability inactive and IL-1B inflam inh -10.
For CC(=O)N1CCN(S(=O)(=O)c2cccc(C(=O)NCCc3ccc(Cl)cc3)c2)CC1 the results were HepG2 viability 6%, TGFb SMAD3 inh 3%, Nrf2 inh -24%, MCF10A rereplic inconclusive, Nrf2 ARE act -0.1%, A549 viability -6%, ATXN2 expr inh 3%, ATXN viability inactive and IL-1B inflam inh 2.
COc1ccccc1N1C(=O)c2ccc(C(=O)Nc3ccc(F)cc3)cc2C1=O was read as HepG2 viability -8%, TGFb SMAD3 inh -3%, Nrf2 inh -14%, MCF10A rereplic 0%, Nrf2 ARE act -1.0%, A549 viability 0%, ATXN viability inactive and IL-1B inflam inh 11.
CC1=NN(C(=O)COc2ccc(C)c(C)c2)C(O)(c2ccccc2)C1 (stereo unspecified) was read as HepG2 viability -13%, TGFb SMAD3 inh -23%, Nrf2 inh -6%, MCF10A rereplic 16%, Nrf2 ARE act -0.4%, A549 viability -2%, ATXN2 expr inh -6%, ATXN viability inconclusive and IL-1B inflam inh -9.
For C/C(CC(=O)Nc1ccccn1)=N\NC(=O)c1cccc(C)c1 the results were HepG2 viability 11%, TGFb SMAD3 inh 1%, Nrf2 inh 8%, MCF10A rereplic -8%, Nrf2 ARE act 5.1%, A549 viability 1%, ATXN2 expr inh -11%, ATXN viability inactive and IL-1B inflam inh 0.
`Cc1cccc(C)c1NC(=O)CN(Cc1ccc(Br)cc1)S(=O)(=O)c1ccccc1` gave HepG2 viability -15%, TGFb SMAD3 inh inconclusive, Nrf2 inh inconclusive, Nrf2 ARE act 0.0%, A549 viability 1%, ATXN2 expr inh -8% and ATXN viability inactive.
